Source: PubChem BioAssay
HSF1 inh: HSF1 inhibition | NIH3T3-HGL HSE-luciferase, MG132-induced, luminescence 8 h; stronger effect = lower value | activity change, negative = inhibition, % at 7.5 µM (by protocol) | 300,000 compounds, 0.77% hits;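 active = more than half of replicate wells show activity change below -50%, luminescence cut by over half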;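 note: luciferase reports HSF-1 transcriptional activity via heat shock element; 0% = median of DMSO wells and -100% = zero luminescence signal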
IEC-6 tox: IEC-6 cytotoxicity, counter-screen for KLF5 inhibitors; 290,000 compounds, 0.78% hits; inhibition, % at 5 µM; AID 1825; luminescence viability; in the data active = inhibition above about 22%;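 note: 0% = plate median of test compound wells and 100% = cytotoxic reference compound wells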
AI-2 QS modul: Vibrio harveyi AI-2 quorum sensing modulation | Vibrio harveyi JMH597 AI-2 luminescence/OD600 ratio, 9 h; stronger effect = lower value; strain lacks LuxN and CqsS sensors; 0 = neutral-control median | activity change, % at 7.5 µM | AID 2094 | 300,000 compounds, 0.4% hits; in the data active = activity change below about -75%, passing the limit was not always enough;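 note: luminescence divided by OD600 gain over 9 h not by final OD600 alone; inactives centre near 13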
GSK3B inh: inhibitors of human GSK3beta kinase; P49841; activity score (negative = inhibition), % at 10 µM; GST-GSK3beta kinase, ADP-Glo luminescence, 60 min; stronger effect = lower value; 300,000 compounds, 0.038% hits;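 active = more than half of replicate wells score below -50%, meaning over 50% inhibition versus plate controls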;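 note: 0% = median DMSO wells and -100% = median GW8510 positive control wells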
Target sequence (P49841 whole entry, looked up): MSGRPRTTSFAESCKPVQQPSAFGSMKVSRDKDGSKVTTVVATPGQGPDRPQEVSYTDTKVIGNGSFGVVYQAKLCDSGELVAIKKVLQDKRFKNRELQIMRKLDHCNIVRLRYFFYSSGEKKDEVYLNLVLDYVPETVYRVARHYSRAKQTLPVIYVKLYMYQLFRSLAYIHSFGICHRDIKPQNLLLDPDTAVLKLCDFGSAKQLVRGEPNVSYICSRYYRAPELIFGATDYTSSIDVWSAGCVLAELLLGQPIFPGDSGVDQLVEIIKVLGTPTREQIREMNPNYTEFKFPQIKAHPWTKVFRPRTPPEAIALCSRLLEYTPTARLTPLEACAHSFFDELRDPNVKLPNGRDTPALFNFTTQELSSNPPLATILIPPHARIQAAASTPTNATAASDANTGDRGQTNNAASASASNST
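Test system – GST-tagged human GSK3beta kinase, cell-free · Incubation – 60 min enzyme reaction, room temperature · Signal – ADP-Glo luminescence · Also added – peptide substrate and ATP at 25 µM · Controls – DMSO neutral wells and GW8510 at 20 µM as positive · Buffer or medium – Tris/MgCl2 kinase buffer · Measure – Luminescence-derived activity versus plate DMSO and GW8510 wells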
aSyn UTR inh: MLPCN primary screen, SNCA 5' untranslated region | inhibition, % (tested at 7.5 µM) | 300,000 compounds, 0.82% hits | alpha-synuclein 5'UTR reporter, inhibitor activity; in the data active = inhibition above about 60%;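 note: H4 neuroglioblastoma cells stably carrying SNCA 5'UTR luciferase fusion; 0% = DMSO wells and 100% = positive control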
GSK3 alpha inh: blocks human GSK-3 alpha kinase; P49840; ADP-Glo luminescence, 60 min; inhibition, % at 10 µM; 320,000 compounds, 0.1% hits;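 in the data active = inhibition above about 50%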;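 note: GST-tagged GSK-3 alpha with peptide substrate and 25 µM ATP; 0% = DMSO neutral wells and 100% = GW8510 positive control wells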
Target sequence (P49840 whole entry, looked up): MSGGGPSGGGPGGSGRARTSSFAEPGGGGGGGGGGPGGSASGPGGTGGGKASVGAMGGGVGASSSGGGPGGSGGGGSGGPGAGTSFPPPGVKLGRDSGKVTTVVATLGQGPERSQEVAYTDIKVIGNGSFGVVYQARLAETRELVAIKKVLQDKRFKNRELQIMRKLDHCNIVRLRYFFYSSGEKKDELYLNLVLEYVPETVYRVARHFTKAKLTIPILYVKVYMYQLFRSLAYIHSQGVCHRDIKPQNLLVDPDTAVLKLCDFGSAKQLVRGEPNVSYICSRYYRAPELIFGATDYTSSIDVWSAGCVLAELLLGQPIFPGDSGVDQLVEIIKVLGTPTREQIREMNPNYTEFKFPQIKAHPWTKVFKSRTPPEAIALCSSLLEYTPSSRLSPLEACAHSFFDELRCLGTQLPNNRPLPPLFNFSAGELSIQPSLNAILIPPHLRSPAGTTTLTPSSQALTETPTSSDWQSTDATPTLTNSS
HSP90 refold inh: HSP90 refolding inhibition in rabbit reticulocyte lysate; luciferase refolding luminescence, 3 h; inhibition, % at 5.6 µM; 290,000 compounds, 0.91% hits; AID 1789;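 active = inhibition above the screen-wide mean plus 3 SD, computed separately per campaign, cut at about 16% in these data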;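 note: 0% = DMSO wells and 100% = 60 µM geldanamycin wells; inhibitors lower the luminescence because luciferase stays unfolded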
HIF act: HIF pathway transcriptional activation | activation, % at 7.5 µM (by protocol) | U2OS HRE-luciferase reporter, luminescence; normalized: DMSO 0%, desferrioxamine 100% | 300,000 compounds, 0.32% hits | AID 1910;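 active = mean activation of at least 10% of the iron chelator positive control signal, with at least half of replicates also reaching 10%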
KLF5 inhibitor: inhibitors of KLF5 expression; DLD-1 KLF5 promoter-luciferase reporter, luminescence; inhibition, % at 5 µM; 290,000 compounds, 0.23% hits; AID 1700;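 active = inhibition above a per-plate limit of that plate's mean compound inhibition plus 3 SD, cut at about 60% in these data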;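 note: 0% = DMSO wells and 100% = LY294002 at 200 µM; higher means less KLF5 promoter-driven luciferase light; inactives centre near -14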
HSF-1 act: increases HSF-1 driven luciferase reporter signal; NIH3T3-HGL HSF-1 luciferase reporter, MG132, 8 h; 100% = twice DMSO control signal; 300,000 compounds, 1.7% hits; activation, % at 9 µM;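 active = mean replicate activation of at least 50% with a set share of replicates each reaching 50%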;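 note: 0% = median of the neutral control wells and 100% = twice that signal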
* = called active by the depositor; . = no result given.

cpd	SMILES	HSF1 inh	IEC-6 tox	AI-2 QS modul	GSK3B inh	aSyn UTR inh	GSK3 alpha inh	HSP90 refold inh	HIF act	KLF5 inhibitor	HSF-1 act
1	CCOC(=O)N1CCC(NC(=O)CS(=O)(=O)Cc2nc(-c3cccc(Cl)c3)oc2C)CC1	9.2	2.5	.	0.8	2.3	-3.0	-4.8	0.4	-3.0	17.4
2	COC(=O)C(C)Sc1snnc1-c1ccccc1 (centres undefined)	-8.7	3.2	9.1	-1.3	-7.3	1.7	1.9	-0.4	-7.0	14.7
3	c1coc(CNc2nc(N3CCCCC3)nc3ccccc23)c1	-6.5	1.8	37.4	-1.8	4.1	1.0	3.7	-0.6	-6.2	9.8
4	O=C(C1CCN(S(=O)(=O)c2cccnc2)CC1)N1CCN(C2CCCC2)CC1	-4.9	-1.2	8.5	0.8	1.6	0.0	2.1	0.0	-14.2	16.6
5	Cn1c(=O)n(CC(=O)Nc2cccnc2)c2ccccc21	1.2	0.7	-57.0	3.1	3.9	-1.7	-3.2	0.0	14.1	4.4
6	Cc1ccc(OCC(=O)n2nc(C)cc2C)c(Br)c1	-6.8	-1.5	12.6	5.4	-1.6	-5.5	7.4	-0.2	-13.8	3.6
7	Cc1ccc(C(=O)c2ccc(C(F)(F)F)cc2)cc1	-5.9	-2.7	11.6	3.0	10.2	-2.3	2.0	-0.1	-22.1	-3.9
8	CCc1nnc(NC(=O)CCC(=O)Nc2ccc(OC)cc2OC)s1	-1.8	0.8	23.9	-3.9	9.1	-1.3	-3.2	0.0	-15.3	0.7
9	CN(Cc1ccccn1)Cc1nc(Cc2ccccc2Cl)no1	17.5	0.9	6.2	1.0	-6.0	-1.4	-0.8	-0.4	-24.5	22.7
10	Cc1oc2nc(SCC(=O)N3CCCCC3)nc(N)c2c1C	4.7	2.1	6.8	6.8	6.3	-0.3	5.6	1.4	18.3	7.3
11	Cc1cccc(Cc2nnc(CCC(=O)N(CC3CC3)CC3CCCO3)o2)c1 (centres undefined)	2.9	0.5	16.5	0.9	-111.9	-3.1	-5.2	1.6	-72.5	36.0
12	O=C(NCc1ccc2c(c1)OCO2)C1CCC(=O)N1C1CCCC1 (centres undefined)	-11.4	-2.9	19.1	2.8	-11.7	0.2	1.9	-0.4	-24.7	-6.7
13	CCOC(=O)c1cn(CC(=O)Nc2ccc(C)cc2)nn1	-7.2	0.1	16.6	-4.6	12.1	-1.5	1.1	-0.2	5.8	1.2
14	O=C(O)c1ccc2c(c1)OCCOCCOCCOCCOCCO2	-3.0	2.0	16.7	-1.8	0.1	-1.4	3.4	-1.4	-19.9	-6.3
15	O=C(Cc1ccccc1)NNC(=S)Nc1ccc(Cl)cc1	3.9	10.7	-2.1	-0.1	-24.3	0.7	-1.0	0.7	-39.3	23.2
16	O=C(NNC(=O)c1cc2cc(Br)ccc2oc1=O)c1ccc(O)cc1O	-5.3	-6.6	12.0	3.2	-10.2	14.0	-2.5	0.3	1.2	-7.3
17	CCCCNCc1cc(Br)c(OCC(=O)N2CCOCC2)c(OC)c1	-2.8	-3.6	5.7	0.1	-9.4	-1.9	-1.6	-0.1	-3.0	3.0
18	Cc1ccnc(Sc2ncccc2[N+](=O)[O-])n1	-3.5	2.2	8.5	2.4	-21.4	-0.6	3.0	-0.4	-16.7	-0.8
19	CCOC(=O)c1cnc(-c2ccccc2)nc1Oc1ccc(C)cc1	47.0	-7.4	15.6	4.4	16.7	-0.6	-0.2	-0.1	-12.6	88.3*
20	CCOc1ccccc1/C=N/NC(=O)c1c(C)nc2ccc(Br)cn12	-0.5	12.0	-9.6	-1.3	11.0	0.7	1.8	-0.6	-18.9	-7.1
21	O=C1CCCc2c1nn(-c1ccccc1)[n+]2[O-]	8.9	-0.9	0.1	1.7	-36.5	0.1	-0.8	0.1	-2.0	25.6
22	CSCC[C@H](NS(=O)(=O)c1ccc(C)cc1)C(=O)N1CCC(C(=O)N[C@H](C(=O)O)c2ccccc2)CC1	1.4	3.3	7.3	0.6	23.3	-4.4	1.0	-0.2	-19.6	-9.0
23	CC(C)CC(=O)NC(=S)NNC(=O)c1ccc(NC(=O)C2CCCCC2)cc1	4.1	-3.9	45.3	5.4	74.7*	-2.5	1.3	-0.1	-5.8	18.5
24	CN(C)c1ncc(S(=O)(=O)c2ccccc2)c(N)n1	2.5	-5.5	19.6	-1.1	16.2	0.3	-2.9	0.3	-22.5	-0.1
25	COc1ccccc1NS(=O)(=O)c1cccc(C(=O)NC2CCN(Cc3ccccc3)CC2)c1	-4.1	.	20.9	-1.4	83.0*	-2.9	.	-12.2	.	-5.8
26	Fc1ccc(C2NC(=S)NC3=C2N2CCC3CC2)cc1 (centres undefined)	13.2	-7.3	9.8	1.0	16.4	4.9	-1.9	0.0	-9.2	53.5*
27	CCNc1nc2c(c(=O)n(Cc3ccccc3)c(=O)n2C)n1Cc1ccccc1	3.4	0.8	6.2	5.8	8.2	-2.5	0.6	0.1	3.9	29.3
28	CC(=O)N1CCC(=NNS(=O)(=O)c2ccc(C)c([N+](=O)[O-])c2)CC1	0.1	-2.3	12.4	0.9	-4.7	-0.2	-8.5	-0.6	-37.5	-8.0
29	CCC(=O)N1CCc2cc(S(=O)(=O)NC(CC(C)C)C(=O)N3CCc4ccccc43)ccc21 (centres undefined)	.	6.2	.	.	.	1.4	2.4	.	22.5	.
30	CC(=O)NCCn1c(SCc2ccccc2C)nc2ccccc2c1=O	0.4	11.2	14.7	-1.6	27.7	-1.9	-1.0	-0.6	6.4	-4.4
31	COc1ccc(OCC(=O)Nc2ccccc2C(=O)Nc2ccc(C(=O)O)cc2)cc1	-5.4	-0.3	29.0	0.6	-13.4	-0.7	-2.1	-0.8	-5.5	-8.5
32	O=c1c2ccccc2nnn1Cc1cccc2ccccc12	-4.0	0.7	21.8	-0.2	19.2	-0.1	10.1	-0.3	-35.2	22.7
33	CCOC(=O)NC(Nc1ccc(C)cn1)(C(F)(F)F)C(F)(F)F	4.4	0.8	9.9	1.2	-5.8	-3.0	1.8	0.0	-19.9	-8.8
34	Cc1ccc(Nc2cc(-n3nc(C)cc3C)ncn2)c(C)c1	5.6	0.7	4.9	1.6	31.1	-0.8	6.0	-0.7	-10.3	21.8
35	CCCNC(=O)c1ccc(COc2ccc(Cl)cc2)o1	26.7	-5.7	25.8	-8.2	2.7	14.8	8.8	-25.2	-21.9	49.8
36	CS(=O)(=O)c1ccc(Cl)c(NC(=O)CSC(=S)N2CCCC2)c1	-1.6	1.3	38.9	-0.1	31.7	-2.0	-3.6	-0.3	-9.7	-5.6
37	COc1cccc(NC(=S)N2CCc3cc(OC)c(OC)cc3C2COc2ccc3c(C)cc(=O)oc3c2)c1 (centres undefined)	9.3	3.1	4.4	6.7	22.0	-2.0	4.9	0.1	18.4	42.8
38	Cc1cc2nc[nH]c2cc1[N+](=O)[O-]	-10.2	0.3	6.6	0.0	16.8	0.3	-1.9	0.0	-15.1	-17.4
39	CCOC(=O)[C@@H]1[C@H]2COc3cc(OC)ccc3[C@H]2N2C(=O)N(c3cccc(Cl)c3)C(=O)[C@]12C	3.3	-2.0	34.3	2.0	20.6	-2.6	0.9	-1.5	0.4	-1.3
40	COc1ccc(C=NCC2OCCc3ccccc32)cc1OC (centres undefined)	-4.2	-6.4	-6.2	-0.2	7.7	-0.7	-0.7	-0.4	-12.5	0.0
41	O=c1[nH]c2cc3c(cc2cc1C(c1nnnn1Cc1ccccc1)N1CCN2CCCC2C1)OCCO3 (centres undefined)	-3.1	1.5	9.8	2.4	-4.1	.	4.8	-0.1	3.5	-0.5
42	COc1cccc2c(N/N=C/c3ccc(O)c(O)c3)cc(C)nc12	9.1	-4.8	16.8	-2.5	-53.5	-2.8	-6.9	1.5	-39.2	6.0
43	C/C(=N\NC(=O)C1(C)CC1(Br)Br)c1cccc(NC(=O)C(C)(C)C)c1 (centres undefined)	-5.2	-0.5	7.7	0.1	9.2	-1.3	2.7	0.5	-33.0	-16.8
44	COc1cc(/C=C/C(=O)c2ccc(Cl)s2)cc(OC)c1O	128.6	1.8	36.8	2.3	-164.1	-1.1	4.4	-0.8	-25.0	173.9*
45	O=C(Nn1c(C2CCCCC2)nc2ccccc2c1=O)c1ccc(Cl)c([N+](=O)[O-])c1	0.9	0.1	7.7	0.0	6.1	1.2	-3.2	0.8	-8.1	5.2

Down the list, quoted from above.
KLF5 inhibitor, nos. 21 to 32: -2.0, -19.6, -5.8, -22.5, ., -9.2, 3.9, -37.5, 22.5, 6.4, -5.5, -35.2
GSK3B inh, nos. 21 to 32: 1.7, 0.6, 5.4, -1.1, -1.4, 1.0, 5.8, 0.9, ., -1.6, 0.6, -0.2
IEC-6 tox, nos. 21 to 32: -0.9, 3.3, -3.9, -5.5, ., -7.3, 0.8, -2.3, 6.2, 11.2, -0.3, 0.7

Other results follow.
cpd	SMILES	HSF1 inh	IEC-6 tox	AI-2 QS modul	GSK3B inh	aSyn UTR inh	GSK3 alpha inh	HSP90 refold inh	HIF act	KLF5 inhibitor	HSF-1 act
46	COc1ccc(OC)c(S(=O)(=O)N2CCC(C(=O)NC3CCCCCC3)CC2)c1	-3.4	-3.1	13.2	1.9	-5.9	-0.7	3.2	-1.0	1.3	10.4
47	CSCCC(NS(=O)(=O)c1ccc(Cl)cc1)C(=O)OCC(=O)N1CCOCC1 (centres undefined)	0.5	-0.6	6.9	3.1	22.3	-5.4	0.0	0.1	-10.4	5.1
48	Cn1cccc1Cc1nnc(SCC(N)=O)n1-c1ccc(F)cc1	-0.4	-7.6	23.9	3.4	10.9	-0.4	-2.3	0.1	16.8	1.9
49	CN(C)S(=O)(=O)c1ccc(NC(=O)CSc2nnnn2C)cc1	-4.3	7.2	-25.3	1.1	0.0	-0.8	-1.8	0.1	-11.9	-6.9
50	CN(C)CCCN(C(=O)c1sc2ccccc2c1Cl)c1nc2ccc(F)cc2s1	6.6	-0.1	22.6	-1.9	-98.8	4.4	2.6	4.6	-11.8	-15.8
51	CN(Cc1ccccc1)S(=O)(=O)c1ccc(NC(=O)c2ccccc2C(=O)O)cc1	8.1	.	12.6	1.2	-27.2	-2.2	.	0.2	.	3.9
52	O=C(CN1C(=O)c2cccc3cccc1c23)Nc1ccc(S(=O)(=O)N2CCOCC2)cc1	0.5	1.7	-96.3*	1.2	18.6	0.6	-2.3	0.0	-8.8	6.0
53	O=C(CNC(=O)COc1ccccc1)NCCc1ccccn1	-3.1	-2.2	16.6	3.5	-28.1	-0.2	-1.5	-0.7	-41.8	1.4
54	CCCCOc1ccc(C(=O)N2CCNC(=O)C2CC(=O)OC(C)C)cc1 (centres undefined)	-2.6	1.7	20.3	0.6	2.9	-0.9	-7.1	-0.3	-11.9	3.1
55	COc1ccc(CNC(=O)CCCn2ncn3c(cc4occc43)c2=O)cc1	-1.0	-2.7	-2.1	1.2	1.0	2.9	2.4	0.0	-13.2	19.3
56	CC(C)COC(=O)C(C#N)c1nc2ccccc2nc1N1CCN(Cc2ccccc2)CC1 (centres undefined)	9.2	1.1	3.8	-4.1	30.8	-2.8	1.0	0.3	-6.4	11.8
57	c1ccc(-c2ccccc2OCCCN2CCCCCC2)cc1	-0.5	1.1	12.3	0.7	-0.5	0.0	0.7	0.1	-67.1	17.8
